# Screening results: PubChem, Sanford-Burnham Center for Chemical Genomics
# Pyk2 oligo antag = blocks oligomerization of human Pyk2 in cells | Q293 cells, Pyk2 FERM NanoBiT luminescence; stronger effect = lower value | actives 0.83% (n = 99,000) | z-score (the deposit names both 25 µM and 10 µM) | AID 1347419;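 active means Z-score of -3 or lower, scaled per plate to the spread of control and sample wells; inactive means z-score above -3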;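 further: negative z-score means lost luminescence so less FERM oligomerization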
# Target sequence (Q14289 whole entry, looked up): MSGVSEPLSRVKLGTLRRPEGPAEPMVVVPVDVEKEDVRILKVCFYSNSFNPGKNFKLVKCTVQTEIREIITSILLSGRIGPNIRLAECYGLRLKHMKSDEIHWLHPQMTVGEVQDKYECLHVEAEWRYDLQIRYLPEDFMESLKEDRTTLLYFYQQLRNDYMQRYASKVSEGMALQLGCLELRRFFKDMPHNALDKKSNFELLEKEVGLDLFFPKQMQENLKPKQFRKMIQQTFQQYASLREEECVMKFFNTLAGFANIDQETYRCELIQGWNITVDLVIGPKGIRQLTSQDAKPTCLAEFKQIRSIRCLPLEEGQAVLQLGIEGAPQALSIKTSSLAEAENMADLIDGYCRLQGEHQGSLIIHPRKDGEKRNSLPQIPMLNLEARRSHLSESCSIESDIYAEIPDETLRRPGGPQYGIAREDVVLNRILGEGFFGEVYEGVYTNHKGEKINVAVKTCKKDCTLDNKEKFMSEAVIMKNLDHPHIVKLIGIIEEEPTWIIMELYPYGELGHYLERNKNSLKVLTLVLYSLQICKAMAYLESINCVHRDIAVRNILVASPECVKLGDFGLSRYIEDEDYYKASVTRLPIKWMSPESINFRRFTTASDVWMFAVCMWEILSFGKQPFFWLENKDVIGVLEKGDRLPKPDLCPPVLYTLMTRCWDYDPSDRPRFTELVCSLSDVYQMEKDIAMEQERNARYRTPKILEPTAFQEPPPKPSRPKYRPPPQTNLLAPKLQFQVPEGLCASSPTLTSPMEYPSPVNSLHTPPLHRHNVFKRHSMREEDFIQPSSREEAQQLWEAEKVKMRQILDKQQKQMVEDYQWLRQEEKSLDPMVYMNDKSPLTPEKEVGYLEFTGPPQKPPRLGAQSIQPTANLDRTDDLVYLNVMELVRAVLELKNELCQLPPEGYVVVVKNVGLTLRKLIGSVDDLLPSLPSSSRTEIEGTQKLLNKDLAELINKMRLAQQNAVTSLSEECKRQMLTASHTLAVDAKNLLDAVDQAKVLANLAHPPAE
# MT1-MMP txn act = activates MT1-MMP transcription | actives 0.16% (n = 86,000) | HT1080 MT1-MMP promoter luciferase reporter, luminescence, overnight; stronger effect = higher value | activation factor at 10 µM;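 active means activation factor of at least 2 for MT1-MMP transcription at 10 µM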
# Active calls of the source: *. An excerpt; count on the stated rates, not on these rows.
SMILES,Pyk2 oligo antag,MT1-MMP txn act
Cc1c(/C=C/C(=O)c2ccc(Cl)s2)cnn1C,-1.2,2.4*
O=C(c1nc2nc(-c3cccs3)cc(C(F)(F)F)n2n1)N1CCN(Cc2ccccc2)CC1,0.97,1.1
COc1ccc(-c2c3c(nc4sc(C(=O)Nc5ccccc5)c(N)c24)CCC3)cc1,-0.38,1.2
O=C(c1ccco1)N1CCN(C(=O)c2ccccc2Oc2ccccc2)CC1,-0.03,1.2
COc1ccc(N(C(=O)c2ccco2)S(=O)(=O)c2ccc(F)cc2)cc1,-0.67,1.1
Cc1cc(Oc2cnn(C(C)(C)C)c(=O)c2Cl)cc(C(C)C)c1,-1.53,1.1
CCOc1ccc(CC(=O)Nc2c(C(N)=O)oc3ccccc23)cc1OCC,0.54,1.1
COc1ccc(NC(=O)NCCN2CCc3ccccc3C2)cc1,0.16,1.2
CC(C)n1c(SCC(=O)Nc2nc3c(s2)CCCC3)nc2c1c(=O)n(C)c(=O)n2C,-3,1.1
CN(CC(=O)Nc1ccccn1)S(=O)(=O)c1ccc(Cl)cc1,0.59,1.1
c1ccc(-c2cn3c(n2)SCC3)cc1,0.95,1.5
C=CCOc1ccc2c(OC)c3ccoc3nc2c1OC,-0.11,1.7
Cc1nc(C)n(C(C)CC(=O)O)n1 (centres undefined),0.59,0.8
CCOC(=O)Cc1csc(NC(=O)CSc2nnc(C3CC3)n2C)n1,0.01,1
CS(=O)(=O)Nc1nnc(Cc2ccccc2)s1,0.99,1.2
Cc1cccc(N(C(=O)c2ccc(CN3CCOCC3)o2)C(C(=O)NC(C)(C)C)c2ccc(F)cc2)c1 (centres undefined),1.5,1.2
O=C(c1ccccc1)N1CCCCC(Sc2nnnn2-c2ccccc2)C1=O (centres undefined),0.26,1.1
COc1cc(NC(=O)CSCc2cnn(-c3ccccc3)c2-n2cccc2)cc(OC)c1,-0.8,1
Cc1ccc(-c2nnc3c4ccccc4c(C)nn23)cc1S(=O)(=O)N1CCN(C)CC1,-1.31,1.3
COc1cccc(-n2nnc3c(=O)n(CC(=O)OCc4ccccc4)cnc32)c1,0.9,1.1
CCCCOc1c(Br)cc(/C=N/O)cc1OCC,-1.63,1.3
Cc1ccc(C(C)C)c(OCC(O)CN2CCN(CCO)CC2)c1 (centres undefined),-0.8,1
Cc1cc(=O)n2[nH]cc(C(=O)O)c2n1,0.24,1.3
O=C(NC1CC1)c1ccc(S(=O)(=O)NCC2CCCCC2)cc1,0.77,0.9
CN(C(=O)Nc1ccccc1)C1CCS(=O)(=O)C1 (centres undefined),1.07,1.2
CC(C)CNS(=O)(=O)c1ccc(S(=O)(=O)NC2CCOC(C)(C)C2)cc1 (centres undefined),0.94,1.1
Cc1c(NC(=O)c2cc3nc(-c4ccc(Cl)cc4)cc(C(F)(F)F)n3n2)c(=O)n(-c2ccccc2)n1C,-0.12,1.1
O=C(NCCC1=CCCCC1)NC1CCCCC1,0.14,0.9
O=C(c1ccccc1)N1CCN(C(=O)c2ccccc2)CC1,0.45,1.2
CN1CCN(C2CCCCCC2)CC1,0.17,1.1
Cc1nn(C)c(C)c1N1C(=O)c2cccc3c(Br)ccc(c23)C1=O,0.14,1.3
O=C(Nc1nccs1)c1ccc(Br)c(S(=O)(=O)N2CCOCC2)c1,0.54,1.1
O=C(Nc1cc2c(cc1Cl)OCCO2)c1ccco1,-0.7,1.8
CCOc1ccc(C(=S)N2CCOCC2)cc1OC,-0.66,1.6
CCC(=O)NC(c1ccccc1OC)c1ccc2cccnc2c1O (centres undefined),-0.43,0.8
COc1ccc(/C=C2/N=C3CCCCCN3C2=O)cc1OC,1.26,1.5
Cn1c(=O)c2c(-c3ccccc3F)c3c(nc2n(C)c1=O)-c1ccccc1C3O (centres undefined),-0.41,1.1
CCCN1C2CCCC1CC(NC(=S)Nc1cc(C)ccc1C)C2 (centres undefined),0.19,1.3
O=C(Nn1c(Cc2cccs2)nc2ccccc2c1=O)c1ccc(F)c(F)c1,-0.03,1.3
CC1CCC2(CC1)NC(CO)(CO)CO2 (centres undefined),-0.38,1.2
CCCOc1ccc(CC(=O)NNC(=S)Nc2ccccc2)cc1Br,-0.41,1.2
Oc1ccc(Cl)cc1-c1cc(-c2ccccc2Cl)[nH]n1,-1.06,1.8
CC(C)Oc1ccc(S(=O)(=O)N(C(C)C)C(C)C)cn1,-0.92,1
COCCn1c(CN2CCN(c3ccccc3)CC2)nc2c1c(=O)n(C)c(=O)n2C,2.86,0.9
CCOc1ccccc1-c1nc(-c2cc3ccc(C)cc3[nH]c2=O)no1,-2.97,1.1
CC(=O)N1CCN2C(=O)C1CCCC(=O)c1cc(C)ccc12 (centres undefined),0.18,1.1
O=C(O)c1ccc(COc2c(F)c(F)c(F)c(F)c2F)o1,0.91,1.1
CCc1nnc2n1N=C(c1ccc(OC)cc1)CS2,0.55,1.2
Cc1ccc(C(=O)NC(C)c2ccccc2)o1 (centres undefined),1.34,1.2
CCOc1ccc(Nc2nc(Cc3nnc(SCC(=O)N(CC)CC)n3C)cs2)cc1,-0.49,1.3
# Next part
SMILES,Pyk2 oligo antag,MT1-MMP txn act
CSCCC(NC(=O)c1ccccc1)C(=O)NC1CC1 (centres undefined),3.03,1.3
Cc1cccc(C(=O)N2CCN(c3ccccn3)CC2)c1,-0.19,1.1
O=C(CN(Cc1cccs1)C(=O)CSc1nnc(COc2ccccc2)o1)NC1CCCCC1,0.07,1.3
Nn1c(SCC(=O)NC2CCCCC2)nnc1-c1ccc(Cl)cc1,0.32,1.1
CC(C)(O)C#Cc1ccc(C(=O)NCc2ccccc2)s1,1.27,1.4
COc1cccc(C2NC(=O)NC(C)=C2C(=O)OCCSC)c1OC (centres undefined),1.1,1.1
O=C1C=C(Nc2cccc(O)c2)CC(c2ccco2)C1 (centres undefined),-0.29,1.1
O=C1CCCN1Cc1ncnn1-c1ccccc1,-1.07,1.1
Cc1ccc(Cn2nc(C)c(NC(=O)c3nn(C)cc3Cl)c2C)cc1,0.7,1.1
O=C(CSc1nnc(-c2ccco2)n1Cc1ccccc1)NCc1ccccc1,-0.86,1.2
CO[C@@H]1O[C@@H]2COC(c3ccccc3)O[C@@H]2[C@@H](OC)[C@@H]1O (some centres undefined),-0.51,1.3
COc1ccc(NS(=O)(=O)c2ccc(OC)c(OC)c2)cc1OC,0.68,1
Cc1cccc(C)c1OCC(O)CNS(=O)(=O)c1ccccc1C(=O)N1CCOCC1 (centres undefined),-0.93,1.1
CCc1[nH]nc2c1C(c1ccsc1)C(C#N)=C(N)O2 (centres undefined),-0.56,1.1
Cc1c(NC(=O)c2cc3nc(-c4ccc(Br)cc4)cc(C(F)(F)F)n3n2)c(=O)n(-c2ccccc2)n1C,-0.97,1
Nc1ccc(CN2CCCCCC2)cc1,0.01,1.2
Cn1c(=O)c(-c2ccccc2)nc2ccccc21,0.64,1.6
O[C@@H](CNC[C@H](O)c1ccccc1)c1ccccc1,0.21,1.2
Cc1cc(C)n(C(=O)CNc2ccc(C)c(C)c2)n1,1.42,1
CS(=O)(=O)N(Cc1ccccc1)c1ccc(C(=O)NCCSCc2ccco2)cc1,0.12,1.1

# 7 successive entries out of the list so far, for reference:
SMILES,Pyk2 oligo antag,MT1-MMP txn act
CO[C@@H]1O[C@@H]2COC(c3ccccc3)O[C@@H]2[C@@H](OC)[C@@H]1O (some centres undefined),-0.51,1.3
COc1ccc(NS(=O)(=O)c2ccc(OC)c(OC)c2)cc1OC,0.68,1
Cc1cccc(C)c1OCC(O)CNS(=O)(=O)c1ccccc1C(=O)N1CCOCC1 (centres undefined),-0.93,1.1
CCc1[nH]nc2c1C(c1ccsc1)C(C#N)=C(N)O2 (centres undefined),-0.56,1.1
Cc1c(NC(=O)c2cc3nc(-c4ccc(Br)cc4)cc(C(F)(F)F)n3n2)c(=O)n(-c2ccccc2)n1C,-0.97,1
Nc1ccc(CN2CCCCCC2)cc1,0.01,1.2
Cn1c(=O)c(-c2ccccc2)nc2ccccc21,0.64,1.6

# Some of the entries so far, bar-delimited.
canonical_smiles | Pyk2 oligo antag | MT1-MMP txn act
CS(=O)(=O)Nc1nnc(Cc2ccccc2)s1 | 0.99 | 1.2
Cc1cccc(N(C(=O)c2ccc(CN3CCOCC3)o2)C(C(=O)NC(C)(C)C)c2ccc(F)cc2)c1 (centres undefined) | 1.5 | 1.2
O=C(c1ccccc1)N1CCCCC(Sc2nnnn2-c2ccccc2)C1=O (centres undefined) | 0.26 | 1.1
COc1cc(NC(=O)CSCc2cnn(-c3ccccc3)c2-n2cccc2)cc(OC)c1 | -0.8 | 1
Cc1ccc(-c2nnc3c4ccccc4c(C)nn23)cc1S(=O)(=O)N1CCN(C)CC1 | -1.31 | 1.3
COc1cccc(-n2nnc3c(=O)n(CC(=O)OCc4ccccc4)cnc32)c1 | 0.9 | 1.1

# Carrying on.
SMILES,Pyk2 oligo antag,MT1-MMP txn act
COc1ccc(NC(=O)CN2CCN(c3nc(-c4cccc(OC)c4)cs3)CC2)cc1,-0.37,1.1
COc1ccc(C2CC(=O)c3cnc(NC(=O)c4ccccc4OC)nc3C2)c(OC)c1 (centres undefined),-1.97,1.2
Cc1occc1-c1nnc(SCc2nnc(-c3ccc(Cl)cc3)o2)n1C,0.63,1.2
COc1ccc(-c2nnn(CC(=O)NCc3ccccc3)n2)cc1OC,-0.67,1.1
O=C(O)C1CCCCC1C(=O)N1CC=C(c2ccccc2)CC1 (centres undefined),0.85,1.2
Cc1ccc(CN(N=Nc2nonc2N)c2nonc2N)c(C)c1,0.49,1.3
FC(F)(F)c1cc(-c2ccco2)nc(NCc2ccco2)n1,0.27,1.1
O=C(CSc1nc(-c2ccco2)cc(C(F)(F)F)n1)Nc1ccc2c(c1)OCO2,-0.65,1.3
COc1cc2[nH]cc(C(=O)NCCc3ccccc3)c(=O)c2cc1OC,-0.67,1.1
CCOc1ccc2nc(NCCCNS(=O)(=O)c3ccc(F)cc3)c(C#N)cc2c1,0.83,1.3
O=C(c1ccccc1)c1ccc(OC(=O)N2CCCC2)cc1,0.46,1.3
O=C(Nc1ccon1)C1CCN(S(=O)(=O)c2cccs2)CC1,-0.39,1.2
CCOCCCNC(=O)C(c1ccc(C)cc1)N(Cc1ccc2c(c1)OCO2)C(=O)CNC(C)=O (centres undefined),1.37,1
COc1cc(C(=O)NCC2CCCO2)cc(OC)c1OC (centres undefined),0.63,1.1
Cc1ccc(S(=O)(=O)CC(=O)N2CCCC2)cc1,-0.12,1.1
CN(c1ccc(C(=O)Nc2ccccc2C(=O)N2CCOCC2)cc1)S(C)(=O)=O,0.19,1.1
CC(=O)C1=C(O)C(=O)N(CCN2CCOCC2)C1c1ccc(N(C)C)cc1 (centres undefined),-0.57,1
Oc1ccc(CNc2ccccc2)c2cccnc12,0.14,1.1
COCCCNC(=O)c1nc2c(nnn2Cc2cc(C)ccc2C)c(=O)[nH]1,-0.1,1.2
O=C1NCCN1Cc1cccc(Cl)c1,0.88,1.1
Cc1nc2ccccn2c1C(=O)N/N=C/c1cc(C)n(-c2ccc(Cl)cc2)c1C,-0.66,0.9
c1ccc2cc3[nH]c(CN4CCOCC4)nc3cc2c1,-1.42,1.3
O=C1C=C(c2ccccc2)OC(=O)C1C(=O)c1ccccc1 (centres undefined),-0.27,1.1
Cn1c(=O)[nH]c(=O)c2c1nc(Br)n2CCSc1nnnn1-c1ccccc1,1.4,1.1
O=C(CN1CCC(c2nc3ccccc3s2)CC1)NCc1ccccc1,0.99,1.3
N#CC1=C(N)NC(SCC(=O)Nc2ccccc2)=C(C#N)C12CCCCC2,-0.64,1.1
CCOCCCn1c(=N)c(C(=O)NCCN2CCOCC2)cc2c(=O)n3cccc(C)c3nc21,0.6,1.3
Cc1ccc(NC(=O)CSCC(=O)N2CCOCC2)cc1,-0.52,1.3
Cc1ccccc1-c1nc2sc3c(c2c(=O)o1)CCC3,0.48,1.2
Cc1ccc(N=C2CCCCCN2C)c(C#N)c1,-0.36,1
CCOC(=O)c1nonc1NC(C)=O,1.12,1.1
O=C(CSc1nnc(-c2c[nH]c3ccccc23)n1-c1ccc(F)cc1)NCc1ccco1,-1.02,1.4
COc1ccc(-n2ncc3c(=O)n(CC(=O)N4c5ccccc5CC4C)cnc32)cc1 (centres undefined),0.36,1.2
COc1ccccc1-c1noc(-c2cc(OC)c(OC)c(OC)c2)n1,-0.91,1
CCc1c(C)nc2ncnn2c1NCCc1ccc(OC)c(OC)c1,-0.07,1
CCOC(=O)c1c(C)n(C)c2ccc(OCC(O)Cn3nc(C)c(Br)c3C)cc12 (centres undefined),-1.15,1.2
O=C(CN1C(=O)COc2ccccc21)N1CCc2ccccc2C1,0.47,1.2
CCCCCCCSc1nsc(N)n1,-1.56,1.2
O=C(CCCCCCN1C(=O)c2ccccc2C1=O)N1CCC(c2ccccc2)C1 (centres undefined),-0.32,1.2
OCCOCCNc1ncnc2c1cnn2-c1ccc(Cl)cc1,-0.73,1.2
Cc1nc(NCCc2cnc[nH]2)c2oc3ccccc3c2n1,-0.25,1
CCOC(=O)c1csc(NC(=O)CSc2nnnn2-c2ccc3c(c2)OCCO3)n1,1.66,1.1
O=C(NC1CCCCC1)C1Cc2ccccc2CN1S(=O)(=O)c1ccc(F)cc1 (centres undefined),0.04,1
CCCCNC(=O)c1c[nH]c2ccc(S(=O)(=O)Nc3ccc(OCC)cc3)cc2c1=O,-0.03,1.1
Cc1c(NC(=O)Nc2ccccc2Cl)sc(=S)n1C,-0.32,1.1
Cc1onc(-c2ccccc2Cl)c1C(=O)Nc1cc(=O)n(C)c(=O)n1C,-0.05,1.2
COc1ccc(CC(=O)N2CCOCC2)cc1,0.15,1.1
Cc1ccc(N2CC(C(=O)Nc3ccc(N(C)C)cc3)CC2=O)cc1C (centres undefined),-0.23,1
CCC(=O)NC(c1cccc([N+](=O)[O-])c1)c1c(OC(C)=O)ccc2ccccc12 (centres undefined),-3.32*,1.2
CCN(CC)C(=O)CSc1nc2ccc(NC(=O)CSc3nccn3C)cc2s1,-0.84,1.2
CCOc1ccc(N(CC(=O)NCC2CCCO2)S(=O)(=O)c2ccc(OC)c(OC)c2)cc1 (centres undefined),0.99,1.1
Cc1nc2cc(C(=O)O)ccc2n1C1CCCCC1,1.28,1.2
